# Screening results as filed in PubChem.
# ABHD5 PLIN5 PPI: blocks binding of human ABHD5 to perilipin-5; Q00G26+Q8WTS1; Split G. princeps luciferase complementation, luminescence, 4 h; inhibition, % at 4 µM; hit rate 0.78% among 360,000;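 active = inhibition above the mean inhibition across every tested compound plus 3 SD, cut at about 22% in these data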;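 also: 0% = DMSO only wells and the 100% control is not disclosed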
# Glyco luc inh: N-linked glycosylation inhibition | hit rate 0.23% among 360,000 | D54 ERlucT glycosylation luciferase reporter, 24 h; percent of 100 nM tunicamycin response | reporter increase, % at 12.5 µM | AID 588692;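 active = mean luciferase reporter signal, scaled so untreated is 0 and the glycosylation-blocking control 100, at or above a set limit in every replicate; inconclusive = mean reaches the limit but not every replicate does; inactive = mean below the limit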;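 also: luciferase carries N-glycosylation sites so blocking glycosylation raises the light; 0% = median of neutral control wells and 100% = median of 100 nM tunicamycin wells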
# MC4R antag cAMP: human MC4R antagonism in cAMP assay; MC4R-expressing cells, MTII-stimulated cAMP, LANCE TR-FRET; AID 540295; hit rate 0.48% among 360,000; P32245; inhibition, % at 6.5 µM;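 active = inhibition above its plate's cutoff, the mean of tested wells on that plate plus 3 SD, cut at about 29% in these data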;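 also: 0% = Melanotan II alone and 100% = Melanotan II plus saturating MCL0020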
#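 Assay system: human MC4R-expressing U2OS cells; reagent: Melanotan II stimulation of cells; dosing: 6.5 µM single dose; timing: compound 30 min, challenge 1 h, detection 1 h; signal: TR-FRET cAMP assay; replicates: one well per compound, no replicates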
# HTR2A ag: mouse HTR2A agonism via beta-arrestin recruitment. CHO-K1 mHTR2A beta-arrestin complementation, luminescence; percent of 30 µM serotonin response. activation, % at 7.6 µM. hit rate 0.66% among 360,000. AID 624169;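 active = activation above a run cutoff, the mean activation of all tested compounds plus 3 SD, cut at about 14% in these data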;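 also: 0% = plate median of compound wells and 100% = 30 µM serotonin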
# Target sequence (P35363 whole entry, looked up): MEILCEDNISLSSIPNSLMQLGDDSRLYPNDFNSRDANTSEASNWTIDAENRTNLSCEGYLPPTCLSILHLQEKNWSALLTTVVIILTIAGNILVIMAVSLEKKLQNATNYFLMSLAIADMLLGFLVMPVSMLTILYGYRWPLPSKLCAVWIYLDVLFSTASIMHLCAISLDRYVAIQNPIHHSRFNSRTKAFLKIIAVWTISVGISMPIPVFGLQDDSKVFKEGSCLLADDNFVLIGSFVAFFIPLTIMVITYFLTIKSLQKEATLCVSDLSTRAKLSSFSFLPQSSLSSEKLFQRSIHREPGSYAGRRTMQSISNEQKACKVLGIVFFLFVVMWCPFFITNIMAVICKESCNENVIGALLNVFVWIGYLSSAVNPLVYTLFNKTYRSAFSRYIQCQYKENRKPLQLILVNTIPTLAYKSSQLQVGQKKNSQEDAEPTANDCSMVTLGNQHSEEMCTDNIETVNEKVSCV
# PDI turbidity: PDI (human) enzyme inhibition; P07237; PDI insulin aggregation turbidity, A650, 90 min; inhibition, % at 10 µM; hit rate 0.052% among 350,000;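 active = mean inhibition across replicates of 30% or more, whatever share of single replicates reach that level; inconclusive = mean inhibition below 30% while every single replicate reaches 30%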;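 also: absorbance from insulin aggregation driven by PDI reduction with DTT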
# Target sequence (P07237 whole entry, looked up): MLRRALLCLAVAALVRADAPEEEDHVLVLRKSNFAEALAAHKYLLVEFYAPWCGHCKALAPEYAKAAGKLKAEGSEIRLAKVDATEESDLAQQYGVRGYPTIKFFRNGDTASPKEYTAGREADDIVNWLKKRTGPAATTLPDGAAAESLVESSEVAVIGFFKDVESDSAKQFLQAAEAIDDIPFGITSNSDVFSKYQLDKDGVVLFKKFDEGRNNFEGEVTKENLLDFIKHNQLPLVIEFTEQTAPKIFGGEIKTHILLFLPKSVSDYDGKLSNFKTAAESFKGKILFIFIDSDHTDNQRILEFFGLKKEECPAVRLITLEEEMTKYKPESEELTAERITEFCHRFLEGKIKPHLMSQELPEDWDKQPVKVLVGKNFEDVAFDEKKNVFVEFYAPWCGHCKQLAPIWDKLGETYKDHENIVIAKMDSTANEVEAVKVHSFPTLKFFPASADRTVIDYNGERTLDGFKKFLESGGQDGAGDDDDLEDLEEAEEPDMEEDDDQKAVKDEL
# H9c2 protect: modulators protecting cardiomyocytes from myocardial damage. H9c2 cardiomyocytes, H2O2 injury protection, ATPLite, 2 h. protection from H2O2 cell death, % at 20 µM. hit rate 0.63% among 360,000;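 active = compounds giving at least 50% protection of heart cells from peroxide-induced death in the single-dose screen, raw or plate-pattern-corrected value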;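 also: 0% = DMSO wells with peroxide and 100% = DMSO wells without peroxide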
# MC4R barr agon: agonists of human melanocortin 4 receptor (MC4R) beta-arrestin. U2OS MC4R beta-arrestin complementation, luminescence; percent of melanotan II response, DMSO zero. activation, % at 8.9 µM. hit rate 0.98% among 360,000. AID 540308;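 active = activation above a per-plate cutoff, the mean activation of sample wells on that plate plus 3 SD, cut at about 8% in these data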
# Granule exo inh: blocks lytic granule exocytosis; AID 651702; TALL-104 LAMP-1 surface exposure, flow cytometry; cells stimulated with thapsigargin and PMA; inhibition, % at 10 µM; hit rate 0.66% among 360,000;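 active = inhibition above about 55%, limit read from the data; inconclusive = no clear call, values can overlap the other calls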
# ABCB6 inh MLPCN: inhibitors of human ABC transporter ABCB6; hit rate 0.19% among 360,000; AID 602162; fluorescence ratio to DMSO, % at 10 µM; Q9NP58; K562-ABCB6 porphyrin accumulation, flow cytometry, 1 h; stronger effect = lower value;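 active = fluorescence ratio to DMSO below 75%, the collection mean minus 3 SD; inconclusive = too few cells collected in the well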;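 also: signal is porphyrin accumulated inside mitochondria; 100% equals median channel fluorescence of DMSO control wells; lower ratio means ABCB6 inhibition with less porphyrin fluorescence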
# CaV13 ICDI inh: Disruptors of the CACNA1D IQ motif to Ca2+-dependent inactivation inhibitor domain association, primary screening, Förster resonance energy transfer in intact living …; hit rate 0.098% among 340,000; AID 743397; inhibition, % at 12.3 µM; HEK cells, CFP/YFP FRET ICDI-IQ, plate reader, 10 min; percent FRET-ratio fall versus neutral wells;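 active = mean replicate inhibition of at least 30% and at least 1% of replicates passing that level; inconclusive = only one of the two criteria is met; inactive = neither criterion is met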;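 also: 0% = median of the neutral control wells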
# * marks the source's active call; other numbers are inactive results; u = inconclusive; x = not tested or not shown.
SMILES,ABHD5 PLIN5 PPI,Glyco luc inh,MC4R antag cAMP,HTR2A ag,PDI turbidity,H9c2 protect,MC4R barr agon,Granule exo inh,ABCB6 inh MLPCN,CaV13 ICDI inh
O=C(/C=C/c1ccc(Cl)cc1)NCCCn1ccnc1,1,0,20,-1,-7,-3,-0.1,0,104,x
O=C(c1ccccc1)c1ccc(OCC(O)CN2CCCCC2)cc1 (stereo unspecified),1,-4,-2,-6,5,16,1.1,6,92,-5
COc1ccc([N+](=O)[O-])cc1NC(=O)COC(=O)C12CC3CC(CC(O)(C3)C1)C2,12,1,5,4,-2,9,-0.6,6,94,-6
COc1cc(OC)c(C(=O)Nc2cc(Cl)ccc2-n2cncn2)cc1OC,1,7,-2,-1,-4,19,-3.0,2,96,-4
CC(NC(=O)c1ccc(OC2CCN(S(=O)(=O)N(C)C)CC2)cc1)C1CC1 (stereo unspecified),4,-1,28,1,-1,2,-1.1,-4,106,-7
COc1cc(/C=N\NC(=O)CN2CCOCC2)ccc1OCC(=O)Nc1ccc(C)c(C)c1,2,1,-2,-4,-1,33,-0.9,-2,104,x
COc1cc(CN2CCCN(C)CC2)c([N+](=O)[O-])cc1OC,-6,1,-1,1,7,10,-1.2,-4,100,-2
COc1ccc(/C(C)=N/NC(=O)CN(c2ccc(OC)cc2)S(=O)(=O)c2ccccc2)cc1,3,-3,4,-5,1,1,1.0,2,94,-4
CCN(C(=O)CSc1n[nH]c(-c2ccc(OC)cc2)n1)c1c(N)n(Cc2ccccc2)c(=O)[nH]c1=O,0,3,-3,-1,3,4,-1.3,1,126,-6
Cc1cccc2cc(CNC3CCCC3)c(Cl)nc12,-1,-1,8,1,2,-4,-0.6,-7,87,-4
COC(=O)c1ccc(CNC(=O)COC(=O)c2cccs2)cc1,5,1,-6,0,-19,-1,-1.7,6,89,-6
COc1ccccc1-c1nnc(SCC(=O)NCc2c(C)c(Cl)cc(C(C)C)c2O)o1,-2,-2,3,-6,-2,-18,2.6,0,96,-9
Cc1ccc([N+](=O)[O-])cc1S(=O)(=O)Nc1cccc(-c2ccc(N3CCOCC3)nn2)c1,3,0,-4,5,-3,-7,-2.6,-2,90,-4
Cc1ccccc1C(=O)N1CCC(C(=O)Nc2cccc(S(=O)(=O)N3CCCCC3)c2)CC1,-12,-3,4,0,0,-9,0.6,1,97,-6
CC(=O)Nc1cccc(NC(=O)COc2ccc3c(c2)OCO3)c1,2,2,1,-5,3,-9,1.2,-6,101,-3
CCn1c(Oc2ccccc2)nc2c1c(=O)n(C)c(=O)n2C,7,-7,24,-6,5,-4,0.5,-9,103,-2
O=C(NCC1COc2ccccc2O1)c1cccc(S(=O)(=O)N2CCOCC2)c1 (stereo unspecified),1,-1,5,0,-4,6,-0.9,-3,99,-2
COc1ccc(C2=CCC3CCCCN3C2)cc1OC (stereo unspecified),3,-8,8,-1,2,1,-1.0,-2,98,-12
O=C(NCc1cccc(F)c1)Nc1nnc([C@@H]2C[C@H](O)[C@@H](CO)O2)s1,4,0,3,0,2,7,-1.7,1,99,-5
CC(C)c1ccc(OC(=O)c2cccc(S(=O)(=O)N3CCN(C)CC3)c2)cc1,-2,3,6,-5,0,-7,-4.5,14,97,x
COc1cc2c(cc1OC)C(C)N(C(=O)CCN1C(=O)C3C4C=CC(C4)C3C1=O)CC2 (stereo unspecified),1,-2,-2,5,-1,-12,1.2,u,95,x
COc1ccc(CCN(C)C(=S)Nc2cccc(C)c2)cc1OC,-7,1,4,1,-5,-1,-1.3,-12,98,-4
Cc1cccc(NC(=S)N2CCN(S(=O)(=O)c3ccc(F)cc3)CC2)c1,-7,-1,-2,3,-3,-2,-4.1,-1,98,x
Cc1ccc(OCCCCn2cnc3ccccc32)cc1,0,-1,6,-10,-9,-14,-2.3,-9,99,-1
Cc1nc(Nc2ccccc2)c2oc3ccc(Cl)cc3c2n1,3,2,-6,-4,5,-8,4.0,-11,96,-3
CCOC(=O)[C@H](O)[C@@H](O)c1cccc([C@H](O)[C@@H](O)C(=O)OCC)c1,-2,4,5,2,-2,2,0.1,-2,94,-5
Nn1c(-c2ccccc2)nc2cc(Cl)ccc2c1=O,-9,1,12,3,-9,2,2.8,-9,100,-4
Cc1ccnc(NC(=O)c2cccc(NC(=O)COc3ccccc3)c2)c1,-11,1,-2,-6,-4,6,-2.8,-1,102,-9
Clc1ccccc1-c1nc2ccccc2c2nncn12,3,4,-1,1,1,0,1.5,2,97,-8
CCOC(=O)c1c(NC(=O)c2nn(CC)cc2Br)sc(C)c1C,-7,-2,6,-3,1,-4,-1.3,15,88,-8
C[C@@H]1C[C@H](O)c2cc(Cl)ccc2N1,-3,2,-1,0,12,3,-2.3,8,102,x
COc1ccccc1NC(=O)CSc1nc2n[nH]c(C)c2c(=N)n1-c1ccccc1Cl,-3,2,2,-1,23,2,2.5,23,97,x
O=C(NCc1cccnc1)c1cc(C2CCCCN2S(=O)(=O)c2cccs2)on1 (stereo unspecified),-1,-1,8,-3,2,1,0.6,-2,82,-5
NS(=O)(=O)c1cccc(NC(=S)NCc2ccc3c(c2)OCO3)c1,2,1,3,4,-2,-1,-0.1,-3,101,3
COc1cccc(C(=O)/C=C/Nc2ccc(S(=O)(=O)Nc3cccc(C(C)=O)c3)cc2)c1,7,-6,11,-2,8,-24,-2.0,7,95,-6
COc1cc(/C=c2\s/c(=C\C(=O)C(C)(C)C)[nH]c2=O)cc(OC)c1OC,1,7,-32,1,8,35,-0.9,-2,92,-10
CCOC(=O)Cn1nc(/C=C/c2ccc(OC)cc2)ccc1=O,0,2,-2,-5,2,-2,-2.3,-1,97,-2
CC1(C)CC(=O)C2=C(C1)NC(Nc1nc3ccccc3o1)=NC21CCCC1,-1,2,1,6,-1,-8,-1.3,1,94,-8
CC(C)Oc1ccc(CCC(=O)NNC(=S)NCc2ccccc2)cc1,-6,2,1,-1,9,7,0.0,7,100,-4
O=C(Nn1cnc2ccccc2c1=O)c1ccccc1F,-1,0,-4,4,-5,5,-1.1,-4,97,-5

# Structures listed so far that have a nitro group on carbon:
SMILES,ABHD5 PLIN5 PPI,Glyco luc inh,MC4R antag cAMP,HTR2A ag,PDI turbidity,H9c2 protect,MC4R barr agon,Granule exo inh,ABCB6 inh MLPCN,CaV13 ICDI inh
COc1ccc([N+](=O)[O-])cc1NC(=O)COC(=O)C12CC3CC(CC(O)(C3)C1)C2,12,1,5,4,-2,9,-0.6,6,94,-6
COc1cc(CN2CCCN(C)CC2)c([N+](=O)[O-])cc1OC,-6,1,-1,1,7,10,-1.2,-4,100,-2
Cc1ccc([N+](=O)[O-])cc1S(=O)(=O)Nc1cccc(-c2ccc(N3CCOCC3)nn2)c1,3,0,-4,5,-3,-7,-2.6,-2,90,-4

# Full records, looked up by structure.
# Listed for O=C(NCc1cccnc1)c1cc(C2CCCCN2S(=O)(=O)c2cccs2)on1 (stereo unspecified) : ABHD5 PLIN5 PPI = -1; Glyco luc inh = -1; MC4R antag cAMP = 8; HTR2A ag = -3; PDI turbidity = 2; H9c2 protect = 1; MC4R barr agon = 0.6; Granule exo inh = -2; ABCB6 inh MLPCN = 82; CaV13 ICDI inh = -5
# Listed for COc1cc(/C=c2\s/c(=C\C(=O)C(C)(C)C)[nH]c2=O)cc(OC)c1OC : ABHD5 PLIN5 PPI = 1; Glyco luc inh = 7; MC4R antag cAMP = -32; HTR2A ag = 1; PDI turbidity = 8; H9c2 protect = 35; MC4R barr agon = -0.9; Granule exo inh = -2; ABCB6 inh MLPCN = 92; CaV13 ICDI inh = -10
# Listed for C[C@@H]1C[C@H](O)c2cc(Cl)ccc2N1 : ABHD5 PLIN5 PPI = -3; Glyco luc inh = 2; MC4R antag cAMP = -1; HTR2A ag = 0; PDI turbidity = 12; H9c2 protect = 3; MC4R barr agon = -2.3; Granule exo inh = 8; ABCB6 inh MLPCN = 102; CaV13 ICDI inh = x

# The list continues:
SMILES,ABHD5 PLIN5 PPI,Glyco luc inh,MC4R antag cAMP,HTR2A ag,PDI turbidity,H9c2 protect,MC4R barr agon,Granule exo inh,ABCB6 inh MLPCN,CaV13 ICDI inh
O=C(COC(=O)C1(c2ccccc2F)CCCC1)N1CCc2ccccc21,1,2,8,1,1,0,-1.4,0,92,-8
NC(=O)c1ccsc1NC(=O)COC(=O)c1nc(Cl)ccc1Cl,3,1,5,-1,2,11,-2.8,-5,101,-2
Cc1ccc(NC(=O)c2sc3ncn(CC(=O)N4CCN(c5ccccn5)CC4)c(=O)c3c2C)cc1F,-2,-4,6,2,7,2,-2.7,21,97,-3
CC(=O)c1ccccc1NS(=O)(=O)c1cccc2nsnc12,0,0,0,-2,-12,20,-3.5,-1,94,0
COc1ccc(-n2nc(C(=O)NCC(=O)N3CCN(c4ccccn4)CC3)c3ccccc3c2=O)c(OC)c1,5,-3,14,-1,-3,-6,-2.5,-3,98,-2
O=C(CCn1cnc2ccccc21)N=Nc1c(O)[nH]c2ccccc12,3,3,-11,-2,0,21,0.4,-7,103,-5
Cc1nc2ccc(C(=O)N/N=C/c3cc([N+](=O)[O-])ccc3O)cc2[nH]1,3,2,-1,3,3,10,1.6,-1,103,-3
O=C(CCc1c[nH]c2ccccc12)NCCc1ccc(Cl)cc1,15,-2,8,0,-5,-2,0.1,30,96,-4
CCOc1ccc(S(=O)(=O)NCCC(=O)Nc2ccncc2)cc1,6,1,2,-5,7,2,0.2,-14,101,-3
CCC(CC)C(=O)NCc1cccnc1,-3,0,3,0,-2,3,-2.4,4,99,-2
O=C(C1=C[C@H](C2CC2)C[C@H](OCCCCO)O1)N1CCOCC1,2,1,2,9,-6,11,-1.0,43,89,-12
CCCCNC(=O)C(NC(=O)c1ccc(C)cc1)C(=O)c1ccccc1 (stereo unspecified),-9,x,x,-2,x,x,x,0,x,-6
CSC(=S)NN=C(C)c1cccc(C)n1,-6,-8,-3,-6,-7,34,-2.3,2,96,-6
